Bioassay records: PubChem BioAssay, National Center for Advancing Translational Sciences (NCATS)
TCR act – activates T cell receptor signaling; primary human leukocytes, anti-CD3, IL-2 HTRF, 48 h; Potency, µM (doses to about 9.22 µM), for inactives: at the highest dose activation of IL-2 secretion, hits mostly activators; 330,000 tested, under 10 active; AID 504894; further: % of control where 0% means no effect
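Human primary leukocytes + a-CD3 beads + cpd, 48 hr; IL-2 in supernatant by HTRF (ex 320nm / em 665nm). No co-stimulatory signal supplied.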
USP2a block – inhibitors of human ubiquitin-specific protease USP2a. USP2 core, Ub-CHOP2 coupled fluorogenic reporter, 485/531. Potency, µM (series often up to 38.3 µM), inactives show at the top dose activity change, negative = inhibition, most hits filed as inhibitors. hit rate 0.01% among 330,000;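 further: potency means the concentration at half of the fitted maximal effect; plate controls were DMSO wells for no effect and full inhibition by NEM control for full effect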
Target sequence (O75604 whole entry, looked up): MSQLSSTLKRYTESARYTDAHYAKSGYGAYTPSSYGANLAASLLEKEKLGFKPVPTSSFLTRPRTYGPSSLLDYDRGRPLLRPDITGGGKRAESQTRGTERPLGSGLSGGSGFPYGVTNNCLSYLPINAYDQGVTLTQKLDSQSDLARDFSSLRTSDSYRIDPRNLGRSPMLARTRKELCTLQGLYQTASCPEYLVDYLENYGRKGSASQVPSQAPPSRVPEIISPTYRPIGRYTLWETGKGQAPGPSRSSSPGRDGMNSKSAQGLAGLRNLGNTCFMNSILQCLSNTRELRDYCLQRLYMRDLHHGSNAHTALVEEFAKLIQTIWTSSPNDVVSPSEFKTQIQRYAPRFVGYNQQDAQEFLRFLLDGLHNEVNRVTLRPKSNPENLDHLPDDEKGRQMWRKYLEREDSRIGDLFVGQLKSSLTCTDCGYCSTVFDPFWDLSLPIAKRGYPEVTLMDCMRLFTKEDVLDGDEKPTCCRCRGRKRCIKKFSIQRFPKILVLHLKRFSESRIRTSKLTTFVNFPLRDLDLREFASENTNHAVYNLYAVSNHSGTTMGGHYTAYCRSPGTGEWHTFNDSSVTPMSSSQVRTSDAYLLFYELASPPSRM
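USP2 core (10nM final) preincubated 30min RT with compound in 20mM Tris-HCl pH 8.0, 2mM CaCl2, 2mM beta-mercaptoethanol, 0.05% CHAPS; 25nM Ub-CHOP2 plus 25nM reporter substrate added, fluorescence (Ex485/Em531) read after 60min.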
KCNH2 3.1 block – KCNH2 3.1 (human) potassium channel inhibition. U2OS KCNH2 3.1, thallium flux FluxOr; hits give low values. AID 720553. hit rate 0.95% among 340,000. activity change, % (tested at about 1.8 µM);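 active means maximum activity change below -70%; inconclusive means maximum activity change from -70% to -50%; inactive means maximum activity change above -50%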;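 further: thallium influx rate constant from kinetic fluorescence after stimulation buffer; on the % scale 0 is the no-effect control and ±100 the full control effect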
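Thallium flux read-out: FluxOr dye with Red40 quencher in HBSS/HEPES, 45 min at RT. Rate constants from kinetic reads were normalized to positive and negative DMSO controls. Cells: U2OS virally expressing the 3.1 isoform.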
TSHR antag – antagonists of human thyroid stimulating hormone receptor | P16473 | TSHR-expressing cells, TSH-stimulated cAMP HTRF, 2 h; hits give low values | activity change, negative = inhibition, % at 11.5 µM | hit rate 0.2% among 330,000;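 active means activity change below a set negative limit, meaning inhibition stronger than a set level, cut at about -70% in these data; inconclusive means activity change between two set negative limits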; further: on the % scale 0 is the no-effect control and ±100 the full control effect
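Antagonism was scored as loss of TSH-driven cAMP in TSHR cells, stimulated with 4nM TSH (EC80) for 2 hours at 37 deg C and detected by homogeneous HTRF competition immunoassay.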
AT treatment – candidate therapy for ataxia-telangiectasia; […] A-T fibroblasts, KAP-1 phosphorylation AlphaLISA; neocarzinostatin DNA damage 30 min before lysis; Potency, µM (titrated, usually from 57.5 µM), inactives show at the top dose activation, usual class: activators; hit rate 0.19% among 320,000; further: potency means the concentration at half of the fitted maximal effect; % of control where 0% means no effect; nearly all actives have a fitted effect of over 45% in size
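ATM-like activity read as KAP-1 phosphorylation via AlphaLISA donor/acceptor antibody pairs after lysis and 6 hr at 25C. Cells were ATM-null patient fibroblasts ([…], hTERT), dosed 60 min, then exposed to the DSB inducer NCS for 30 min.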
hERG WT inh – KCNH2 (human, wildtype) channel inhibition; U2OS, BacMam KCNH2, thallium flux FluxOr; hits give low values; activity change, % at 1.84 µM; hit rate 0.37% among 340,000;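 active means maximum activity change below -70%; inconclusive means maximum activity change between -70% and -50%; inactive means maximum activity change above -50%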; further: on the % scale 0 is the no-effect control and ±100 the full control effect
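U2OS cells were transduced with wild-type KCNH2 virus (2.03 x 10^8 / mL) for 4 h at room temperature, then cultured overnight at 37 C. Thallium flux was read with FluxOr dye. Rate constants were normalized to DMSO controls.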
Mito fusion act – inhibitors of mitochondrial division or activators of mitochondrial fusion; S. cerevisiae fusion-defective mutant growth rescue, CellTiterGlo 48 h; Potency, µM (highest dose often 46.1 µM), for inactives: at the top dose growth rescue (activation), hits mostly activators; AID 485298; hit rate 0.23% among 320,000;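 further: potency means the concentration at half of the fitted maximal effect; % of control where 0% means no effect; nearly all actives have a fitted effect of over 45% in size; temperature-sensitive fusion mutants such as fzo1-1 at 37 °C on non-fermentable ethanol glycerol medium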
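Yeast fusion mutant, YPEG (non-fermentable carbon), compound, 48 h at 37C non-permissive; CellTiterGlo added, 10 min RT, luminescence read. Rescued growth = division inhibition.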
Eya2 inh – Eya2 (human) phosphatase inhibition; O00167; recombinant Eya2, OMFP fluorescence dephosphorylation (OMFP is methylfluorescein phosphate); Potency, µM (doses to about 76.9 µM), inactives show top-dose activity, negative = inhibition, hits mostly inhibitors; hit rate 0.006% among 330,000; further: potency means the concentration at half of the fitted maximal effect; on the % scale 0 is the no-effect control and ±100 the full control effect
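Eya2 protein (added as 0.2 uM solution) was preincubated with compound for 10 min at ambient temperature in 50 mM HEPES pH 7.5, 50 mM NaCl, 5 uM MgCl2, 0.05% BSA, 1 mM DTT. OMFP (added at 50 uM) then reacted 10 min; fluorescence read at 485/525 nm.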
TRPV1 ag – agonists of human vanilloid receptor 1 (TRPV1) | activation, % at 8.33 µM | TRPV1-expressing cells, Fluo-8 calcium influx, agonist mode | hit rate 0.19% among 320,000 | Q8NER1; in the data active means activation above about 80%; inconclusive means between about 30% and that limit; further: 0% is about no effect
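Fluo-8 calcium influx in TRPV1-expressing cells, kinetic read (ex 480/em 520 nm). Compound added and read 3 min for agonist activity, followed by capsaicin at EC20 final and 2 min further read for enhancement.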
ELG1 repair inh – blocks ELG1-dependent DNA repair in HEK293T cells. HEK293T ELG1-luciferase reporter, luminescence, 16 h; DNA damage induced by 5-fluorouridine. Potency, µM (series often up to 46.1 µM), without a hit: top-dose activity change, negative = inhibition, most hits filed as inhibitors. hit rate 2.3% among 330,000; further: potency means the concentration at half of the fitted maximal effect; on the % scale 0 is the no-effect control and ±100 the full control effect; nearly all actives have a fitted effect of over 55% in size
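Reporter activity after DNA damage by 5-fluorouridine is monitored. Compound-treated cells incubate 16 hr at 37 °C, then ONE-Glo is added for 30 min before luminescence reading.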
Numbers without * were called inactive; ? = inconclusive; · = not tested or not shown; [ ] = remark or other dose. Unless noted, the call rests on the fitted dose curve; in most records, active means well fitted curve in the direction sought with a large enough effect; inconclusive means small, poorly fitted or top-dose-only effect, or another doubt; inactive means no such curve, though single readings can be large; an effect the other way counts as inactive or inconclusive. Only part of the results is shown; count on the stated rates, not on these rows.

SMILES | TCR act | USP2a block | KCNH2 3.1 block | TSHR antag | AT treatment | hERG WT inh | Mito fusion act | Eya2 inh | TRPV1 ag | ELG1 repair inh
CS(=O)(=O)N(CC(=O)NCCc1ccccc1)c1cccc([N+](=O)[O-])c1 | -6% | -1% | -7 | -10 | 1% | 17 | -6% | -5% | 1 | 6%
CC(=O)NCCc1nc2cc(NC(=O)c3ccc([N+](=O)[O-])cc3)ccc2n1C | 12% | -1% | 12 | 4 | -5% | -4 | 6% | -30% | 2 | ?
CCN(CC(=O)Nc1ccccc1C(F)(F)F)C(=O)C1CC(=O)N(Cc2ccccc2)C1 (centres undefined) | -2% | 2% | 6 | 3 | 8% | 5 | 1% | 8% | 0 | 8%
COc1ccc(-c2oc(=O)c3cc(OC)c(OC)cc3c2C(F)(F)F)cc1 | -4% | 0% | 7 | -11 | -1% | 1 | 4% | -2% | 0 | -22%
COc1ccccc1NC(=O)CSc1nnnn1-c1ccc(C)cc1 | 0%[46.1 µM] | -1% | 12 | -15 | -1% | 8 | 0% | -21% | 16 | -13%
Cc1nn(-c2ccccc2)c2nc(N)c(C(N)=O)cc12 | 0% | -2% | 12 | -4 | -5% | 3 | 0% | -7% | -1 | ?
CCn1cc(CN2CCC(n3nccc3NC(=O)CCc3ccccc3)CC2)cn1 | -1% | 4% | 4 | 11 | -10% | 4 | 1% | -1% | -1 | 17%
COC(=O)CC(NC(=O)Nc1ccc(C)cc1)c1cccc([N+](=O)[O-])c1 (centres undefined) | 1% | 0% | 49 | -5 | -1% | · | -5% | -1% | 3 | 8%
O=C(CCCOC(=O)c1ccc(O)cc1O)c1ccc(Br)cc1 | -6% | 1% | -5 | 2 | 4% | -8 | 8% | 9% | -1 | -11%
Cc1cccc(C)c1NC(=O)C1CC(=O)N(C(C)C)C1 (centres undefined) | -7% | -1% | -4 | 9 | -1% | 1 | -4% | 10% | -2 | 7%
COc1ccc(OCCCCN2CCC(C)CC2)cc1 | -2% | 2% | 9 | 0 | -2% | 24 | -15% | -5% | -4 | 11%
COC(=O)[C@@]1(Cc2ccc(OC)cc2)[C@H]2c3cc(C(=O)N(C)C)n(C[C@H](O)CO)c3C[C@H]2CN1C(=O)c1ccccc1 | -17% | -1% | 2 | 24 | · | -21 | 4% | 13% | -3 | 5%
O=C(Nc1ccc(Cl)cc1)c1ccc(-n2cncn2)c([N+](=O)[O-])c1 | 4% | 4% | -2 | -7 | 0% | 1 | 3% | 1% | ? | -16%
Cc1cc(C)cc(NC(=S)N(Cc2ccc(Br)cc2)Cc2ccc(C(=O)O)cc2)c1 | -1% | 3% | -5 | 3 | 1% | 17 | -15% | -9% | 4 | 0%
CC(=O)N1c2ccc(S(=O)(=O)N3CCCC3)cc2CC1C(=O)NCc1ccc(OC(C)C)cc1 (centres undefined) | -12% | 1% | -21 | -14 | 3% | 10 | 0% | 11% | 0 | -6%
COc1ccc(NC(=O)c2ccc3ccccc3c2)cc1NS(=O)(=O)c1ccc(F)cc1 | 3%[46.1 µM] | 3% | -43 | -14 | 2% | -4 | 3% | -6% | -1 | ?
CC(C)c1ccc(/C=C/C(=O)N2CCc3ccccc3C2)cc1 | -3%[46.1 µM] | 0% | -11 | -3 | -7% | 4 | -12% | 7% | ? | 16%
Cn1c(C(=O)N2CCCCCC2)cc2c(=O)n(C)c3ccccc3c21 | -2% | -6% | 16 | 9 | -10% | 11 | 5% | -11% | · | ?
CCc1ccc(/C=N/NC(=O)Cc2ccc(OC)c(OC)c2)s1 | -7% | 1% | -7 | -5 | 7% | -11 | 0% | -1% | ? | -21%
CCOC(=O)c1c(-c2ccc(Cl)cc2)c(C#N)c(=O)n(N)c1N | 1% | 0% | -1 | 15 | 0% | -5 | -7% | 7% | -2 | -6%
O=C(Nc1c(-c2ccccc2)nc2ncccn12)c1cc2ccccc2oc1=O | -1% | 0% | -2 | -5 | 9% | 2 | 0% | 2% | -4 | 0%
Cc1cccc(NC(=O)c2cc(-c3cc(C)ccc3O)n[nH]2)c1 | -9% | 0% | 10 | 3 | -3% | -18 | 0% | 2% | -3 | ?
Cc1nc(N2CCN(C)CC2)c2cc(-c3ccccc3)sc2n1 | 11% | 3% | 3 | 8 | 0% | 5 | 0% | -5% | 25 | -10%
CN1C(=O)/C(=C/c2ccc(O)c([N+](=O)[O-])c2)NC1=S | · | 0% | 4 | -15 | 3% | -13 | 6% | 5% | 0 | 4%
O=C(CCCn1c(SCc2cc(=O)n3ccccc3n2)nc2ccccc2c1=O)NCC1CCCO1 (centres undefined) | -2% | 2% | -3 | 5 | 1% | 5 | -4% | 5% | -8 | -6%
COc1ccc(CCNC(=O)CCCC(=O)n2nc(C)c3ccccc32)cc1OC | -3% | 0% | 18 | 14 | 4% | -13 | -5% | 15% | 13 | -23%
O=[N+]([O-])c1ccc(S(=O)(=O)N/N=C/c2ccco2)cc1 | 0% | 3% | -1 | -3 | 0% | · | -8% | 12% | 0 | -1%
CCOc1cc2[nH]c(=O)n(CCCCCC(=O)NCc3ccco3)c(=O)c2cc1OCC | 2% | 3% | -17 | -14 | 4% | 3 | -2% | 5% | -1 | 1%
COc1ccc(NC(=O)CSc2ccccc2)cc1S(=O)(=O)N1CCOCC1 | 1% | 2% | · | 3 | 7% | 1 | -2% | -1% | -3 | -2%
O=c1c(-c2nn[nH]n2)coc2ccc(Cl)cc12 | 11% | 13% | -38 | -8 | 0% | -17 | 2% | 13% | -3 | -28%

A different layout for part of the listing above:
Molecule: Cc1nc(N2CCN(C)CC2)c2cc(-c3ccccc3)sc2n1
  TCR act: 11% | USP2a block: 3% | KCNH2 3.1 block: 3 | TSHR antag: 8 | AT treatment: 0% | hERG WT inh: 5 | Mito fusion act: 0% | Eya2 inh: -5% | TRPV1 ag: 25 | ELG1 repair inh: -10%

Molecule: COc1ccc(CCNC(=O)CCCC(=O)n2nc(C)c3ccccc32)cc1OC
  TCR act: -3% | USP2a block: 0% | KCNH2 3.1 block: 18 | TSHR antag: 14 | AT treatment: 4% | hERG WT inh: -13 | Mito fusion act: -5% | Eya2 inh: 15% | TRPV1 ag: 13 | ELG1 repair inh: -23%

Additional structures follow.
SMILES | TCR act | USP2a block | KCNH2 3.1 block | TSHR antag | AT treatment | hERG WT inh | Mito fusion act | Eya2 inh | TRPV1 ag | ELG1 repair inh
COCCn1nnnc1C(c1ccc(OC)cc1)N1CCN(c2ccccc2F)CC1 (centres undefined) | -3%[46.1 µM] | 1% | 1 | 4 | 1% | 2 | 5% | -15% | -2 | -8%
O=C(O)CCNC(=S)Nc1cccc(F)c1 | 7% | 2% | -9 | 1 | 2% | -4 | -1% | -4% | -2 | 4%
CCC(NC(=O)c1ccccc1NC(=O)C(C)(C)C)C(=O)N1CC(C)OC(C)C1 (centres undefined) | 3% | 5% | -1 | -6 | 11% | 3 | · | -6% | · | 6%
Cc1ccc(/C=N/NC(=O)c2ccc3ccccc3c2)s1 | 2% | 2% | 13 | -13 | -5% | 8 | 0% | -13% | ? | 12%
COc1ccc(-c2cc3ccc(OCC(C)=O)cc3oc2=O)cc1OC | -9% | 0% | 20 | -1 | 8% | -4 | 0% | -4% | 1 | ?
CN(C)S(=O)(=O)c1cccc(NC(=O)COC(=O)c2ccc3c(c2)OCO3)c1 | -1%[46.1 µM] | -2% | -21 | 2 | 0% | 9 | -11% | -8% | -1 | -2%
COC(=O)C(CC(=O)c1ccccc1)CC(=O)c1ccccc1 | -18% | -1% | 6 | -2 | -10% | 4 | 9% | 1% | 17 | ?
Nc1nonc1C(=O)N1CCCC1 | -30% | 7% | · | 17 | -1% | 5 | -4% | 5% | -3 | 9%
COc1ccc(Nc2nnc(SC(C(=O)Nc3ccc(OC)c(Cl)c3)c3ccccc3)s2)cc1 (centres undefined) | 1%[46.1 µM] | -5% | -5 | 15 | -5% | -3 | -2% | -3% | -3 | ?
CCOC(=O)C1(S(=O)(=O)c2ccc(Cl)cc2)CCN(Cc2ccc(C)cc2)CC1 | -1% | 3% | -4 | 1 | 7% | 27 | -1% | 3% | 5 | -17%
CC(C)N=C1NN=C(c2cccs2)CS1 | 4% | -1% | -6 | 7 | -1% | -9 | 8% | ? | 1 | ?
CC(C)(C)c1ccc(Cn2nnc3c(=O)[nH]c(C4CCCN(C(=O)Cc5cccs5)C4)nc32)cc1 (centres undefined) | · | -11% | -21 | -6 | -8% | -3 | 0% | ? | 14 | -26%
COc1ccc(C(=O)Oc2cc(N)n(S(=O)(=O)c3ccc(C)cc3)n2)cc1 | 5% | 1% | -10 | -4 | -1% | 2 | -1% | -14% | -1 | -14%
COc1cc(C(=O)OCC(=O)N(CC(C)C)C2CCS(=O)(=O)C2)ccc1OCC(C)C (centres undefined) | 0% | -1% | -13 | 2 | 1% | 3 | 0% | -6% | -7 | 4%
CSc1nnc(-c2ccccc2)n1C | 4%[46.1 µM] | 3% | 12 | 8 | 5% | -19 | -1% | -9% | -2 | 12%
